# HKDC1 inh: blocks human hexokinase HKDC1 activity; hit rate 0.16% among 340,000; recombinant HKDC1, G6PDH/diaphorase resazurin coupled fluorescence; AID 493160; inhibition, % at 20 µM; Q2TB90;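 active = inhibition above about 35% when tested at 20 µM, limit read from the data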;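 note: plate controls were DMSO wells with enzyme for no effect and DMSO wells lacking enzyme for full effect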
#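 Test system: Recombinant HKDC1 (HK5) hexokinase enzyme, produced in-house | Input: HKDC1 at 5 µg/mL | Buffer or medium: Tris pH 8.0 buffer with MgCl2, Tween-20, BSA, BME | Schedule: 90 min reaction incubation at room temperature, dark | Technique: Resazurin-to-resorufin fluorescence via G6PDH and diaphorase coupling, 525/613 nm | Controls: DMSO wells with and without enzyme mix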
# ATG4B inh: ATG4B (human) cysteine protease inhibition. hit rate 0.51% among 340,000. Q9Y4P1. ATG4B cleavage of LC3-PLA2, NBD-HPC fluorescence, 1 h. inhibition, % at 8.33 µM; in the data active = inhibition above about 40%
# Target sequence (Q9Y4P1 whole entry, looked up): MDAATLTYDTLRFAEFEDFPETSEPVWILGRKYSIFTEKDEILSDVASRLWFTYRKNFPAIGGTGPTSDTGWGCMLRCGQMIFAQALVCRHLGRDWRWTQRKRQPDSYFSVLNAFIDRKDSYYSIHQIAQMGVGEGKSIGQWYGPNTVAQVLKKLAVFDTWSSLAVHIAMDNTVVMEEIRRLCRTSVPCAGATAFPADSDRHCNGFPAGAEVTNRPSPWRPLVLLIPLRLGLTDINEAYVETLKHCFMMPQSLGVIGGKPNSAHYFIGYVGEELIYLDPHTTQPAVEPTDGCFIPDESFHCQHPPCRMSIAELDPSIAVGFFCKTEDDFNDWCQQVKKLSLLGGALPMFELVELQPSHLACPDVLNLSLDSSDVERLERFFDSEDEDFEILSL
# PfGluPho inh: PfG6PD (Plasmodium falciparum) enzyme inhibition | PfGluPho enzyme, NADPH resazurin-diaphorase fluorescence | inhibition, % at 20 µM | hit rate 0.78% among 350,000;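 active = inhibition reaching at least a set limit at 20 µM in the primary screen, cut at about 59% in these data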;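 note: 0% = DMSO wells with substrate and 100% = DMSO wells lacking glucose-6-phosphate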
# MPTP block: inhibitors of mitochondrial permeability transition pore | isolated mouse mitochondria, Ca2+ swelling absorbance, 30 min | inhibition, % at 10 µM | hit rate 1.4% among 360,000 | AID 602449;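 active = inhibition of 50% or more, scaled per plate between neutral and stimulator controls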;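 note: 0% = DMSO wells given calcium and 100% = 1 mM EGTA wells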
# SENP7 inh: blocks the human protease SENP7 | Q9BQF6 | hit rate 1.5% among 330,000 | inhibition, % at 5 µM | recombinant SENP7, Z-RLRGG-aminoluciferin luminescence, 40 min;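 active = inhibition above about 50% at the single test dose, limit read from the data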;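 note: plate controls were DMSO with enzyme for no effect and no enzyme buffer wells for full effect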
# Target sequence (Q9BQF6 706-1050 limits assumed): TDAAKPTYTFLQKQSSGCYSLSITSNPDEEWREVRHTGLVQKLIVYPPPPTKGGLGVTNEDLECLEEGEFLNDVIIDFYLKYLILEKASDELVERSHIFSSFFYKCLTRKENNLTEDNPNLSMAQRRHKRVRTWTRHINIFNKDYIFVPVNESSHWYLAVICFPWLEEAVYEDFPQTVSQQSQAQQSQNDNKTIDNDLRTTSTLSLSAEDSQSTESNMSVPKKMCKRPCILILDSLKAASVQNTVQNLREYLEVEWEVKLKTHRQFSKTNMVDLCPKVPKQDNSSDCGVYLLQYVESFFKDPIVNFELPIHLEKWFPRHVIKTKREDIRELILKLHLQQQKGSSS
# NR3A LBD binder: NR3A (human) ligand-binding domain modulation; NR3A LBD differential scanning fluorimetry, Tm shift; 0% = protein alone, 100% = glycine-bound protein; Tm shift relative to glycine control, % at 25 µM; hit rate 2.5% among 340,000;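 active = melting temperature shift of at least 10% of the positive control shift, at one fixed dose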
# SENP8 block: inhibitors of human SENP8 protease; hit rate 0.64% among 360,000; recombinant SENP8, Nedd8 substrate fluorescence; inhibition, % at 20 µM; Q96LD8; in the data active = inhibition mostly above about 40%, no sharp cut-off; inactive = mostly below about 27%
# Target sequence (Q96LD8 whole entry, looked up): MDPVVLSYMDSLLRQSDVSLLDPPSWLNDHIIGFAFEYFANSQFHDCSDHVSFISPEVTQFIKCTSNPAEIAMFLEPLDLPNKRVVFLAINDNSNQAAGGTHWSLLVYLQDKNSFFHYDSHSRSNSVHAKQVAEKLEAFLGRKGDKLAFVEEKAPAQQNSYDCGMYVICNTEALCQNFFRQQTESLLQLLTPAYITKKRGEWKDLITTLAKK
# SENP6 block: blocks the human protease SENP6. hit rate 1.8% among 330,000. inhibition, % at 10 µM. Q9GZR1. Recombinant SENP6 catalytic domain, aminoluciferin luminescence. AID 2599;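 active = inhibition above about 50% at the single tested dose, limit read from the data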;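 note: plate controls were DMSO wells with enzyme for no effect and DMSO wells lacking enzyme for full effect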
# * hit, by the source's call; / = no result given.
SMILES,HKDC1 inh,ATG4B inh,PfGluPho inh,MPTP block,SENP7 inh,NR3A LBD binder,SENP8 block,SENP6 block
CCOc1ccc(N=Cc2ccccc2O)cc1,4,-4,7,-1.0,/,-386,37,/
CCCCc1nc2ccccc2c(=O)n1NC(=O)c1c(O)c2ccccc2n(C)c1=O,0,5,-12,4.3,2,-12,-85,-6
O=[N+]([O-])c1cccc(S(=O)(=O)Nc2ccc(S(=O)(=O)N3CCCC3)cc2)c1,-3,-2,14,0.4,0,-8,-3,3
COc1ccc(CCNC(=O)CC2SC(=NCc3ccccc3)NC2=O)cc1 (stereo not drawn),-3,-13,4,1.7,-6,-3,2,8
Cc1cc(C(=O)Nc2ccccn2)cs1,2,-10,1,-0.2,71*,0,6,72*
CC(C)c1ccc(C(CC(=O)O)NC(=O)c2cccs2)cc1 (stereo not drawn),-1,4,-23,0.0,-6,-3,-1,-17
Cc1cc(C)nc(NC(=NCCc2c[nH]c3ccccc23)NC(=O)Nc2cccc([N+](=O)[O-])c2)n1,4,-9,1,2.0,-6,-12,23,-19
COC(=O)c1cc(NC2c3ccccc3C(=O)N2c2ccc(Cl)cn2)cc(C(=O)OC)c1 (stereo not drawn),0,-5,13,-1.0,13,-11,-28,-4
Cc1ccccc1CN1CCN(CC(=O)NCc2ccco2)C1=O,-4,0,8,-1.7,-6,-1,12,-2
Nc1cc(Oc2ccc(F)cc2F)cc([N+](=O)[O-])c1,-6,-4,-5,1.0,-4,5,22,-12
Cc1ccc(C(=O)NCc2ccco2)o1,1,3,-16,1.5,-4,0,8,3
CC(=O)Nc1ccc(NCc2cccs2)cc1,-1,5,-5,-0.6,-7,-3,26,-6
C=CCN(CC=C)S(=O)(=O)c1ccc(NC(=S)NC(=O)c2ccc(-c3ccccc3)cc2)cc1,-4,-9,-12,-2.3,-2,0,14,2
Cc1ccc(S(=O)(=O)c2nc(NCc3ccc4c(c3)OCO4)sc2Cl)cc1,-2,1,13,-1.9,8,-1,10,-6
CCCCN(CC)CCNc1c(NC2CCN(C(=O)OCC)CC2)c(=O)c1=O,-5,-6,7,-0.4,-3,-1,14,-7
COc1cccc(-c2ccc(NC(=O)C3CCCN(Cc4nccn4C)C3)cc2)c1 (stereo not drawn),0,-7,5,-0.3,15,1,3,-15
Cc1cccc(NC(=S)N=Nc2c(O)[nH]c3ccccc23)c1,-11,-10,0,6.9,6,8,42*,-3
COc1ccccc1NC(=O)C/C(C)=N/NC(=O)c1ccccn1,-2,3,-11,1.4,1,-2,6,-4
CN(C)P(=O)(Nc1cccc2ccccc12)Nc1cccc2ccccc12,1,-7,-2,1.1,4,1,-142,-2
CCOCCCNC(=O)c1ccc(NC(C)=O)cc1,-1,-7,-18,-1.3,8,1,4,-8
CCN(CC)S(=O)(=O)c1cccc(NC(=O)CN(C)Cc2cccc(OC)c2)c1,-3,0,-16,4.4,7,0,18,-12
Cc1ccc(S(=O)(=O)N2CCN(C(=O)CCn3cncn3)CC2)cc1,-5,0,22,-0.9,8,3,1,-5
O=C(Nc1nnc(SCC(=O)N2CCCCC2)s1)c1cccs1,-2,-5,-7,-0.5,2,1,-20,-10
O=C(Nc1cccc(Cl)c1)c1ccc(F)c(S(=O)(=O)NCc2ccc3c(c2)OCO3)c1,6,-26,4,51*,-4,13*,0,11
Cc1nc(NC(=O)COC(=O)c2cc3c(s2)CCC(C)C3)c(Cl)cc1Cl (stereo not drawn),-7,-3,0,-1.0,-3,-2,-1,5
Cc1c(C(=O)Nc2ccc(-n3cnnn3)cc2)oc2ccccc12,-9,-21,45,0.4,4,27*,0,-5
O=C1C2CC=CCC2C(=O)N1n1cnnc1 (stereo not drawn),-10,-6,3,-4.0,1,-1,1,-42
CCOc1ccc(NC(=O)CN(C)C(=O)c2cccnc2Sc2ccc(C)cc2C)cc1OCC,8,-15,8,0.6,/,2,4,/
CCN(CC(=O)Nc1ccccc1C(F)(F)F)C(=O)C1CCC1,-7,-6,14,-1.6,-3,3,17,-7
Cc1ccc(NC(=S)NCC2CCN(C(C)c3ccccc3)C2)cc1 (stereo not drawn),-2,28,10,0.2,3,-1,27,-12
CCOCCCN(CC(=O)NC1CCCC1)C(=O)C(=O)Nc1ccc2c(c1)OCCO2,-5,-5,6,1.3,-13,-2,8,-4
CC(C)Cn1c(SCC(N)=O)nnc1-c1cccc(S(=O)(=O)N2CCOCC2)c1,-5,-1,-10,-0.7,8,-1,10,-11
Cc1nc(NC(=O)c2ccco2)sc1-c1csc(Nc2ccc(Cl)cc2Cl)n1,1,10,-1,0.1,-1,4,-381,-7
CO/N=C/c1ccc(N2CCN(C(=O)c3cccc(Cl)c3)CC2)c([N+](=O)[O-])c1,-1,-1,31,11,-16,-4,15,-4
O=c1c2ccccc2nc(SCc2ccc([N+](=O)[O-])cc2)n1-c1ccccc1,-1,40*,2,-0.3,-2,-1,9,2
CC(Oc1ccccc1)C(=O)N=C1SC2CS(=O)(=O)CC2N1c1ccccc1 (stereo not drawn),-8,-3,14,0.4,7,4,3,4
O=C(O)c1nn(CCOc2c(Cl)cccc2Cl)c(=O)c2ccccc12,3,9,-6,-0.4,-3,1,9,-16
COc1ccc(Cl)cc1NC(=O)CN(C)C(=O)C1CCN(C(=O)Nc2ccccc2)CC1,-3,-7,12,-0.3,9,2,5,10
COc1ccc(S(=O)(=O)N2CCOCC2)cc1NC(=O)COc1ccc(C(C)=O)cc1OC,-1,-11,-4,0.7,5,1,10,-13
O=C(COC(=O)c1c(F)cccc1Cl)NC1CCCC1,-6,3,-2,-0.7,4,-1,14,-14
C#CCNCCS(=O)(=O)N(Cc1ccc(Br)cc1)[C@@H](CC(C)C)C(=O)O,7,-6,-13,-0.9,2,-1,-2,/
O=C(Cc1ccc(Cl)cc1)NCCc1c[nH]c2ccccc12,-1,0,8,0.1,/,-3,16,/
COc1ccc(Br)cc1CNC(=O)CN1C(=O)C(c2ccccc2)Oc2cccnc21 (stereo not drawn),0,59*,4,-0.1,1,4,-67,6
COc1c(F)c(F)c(C(=O)Nc2c(C)cc(Br)cc2C)c(F)c1F,2,11,-16,9.4,-1,2,18,-11
CCN(CC)c1ccc(C(=O)OCc2cc(=O)oc3cc(O)ccc23)cc1,-2,0,-16,1.2,-6,4,-487,-4
Nn1c(-c2ccccc2)nc2ccccc2c1=O,-3,0,-13,0.8,-1,-1,14,3
Cn1c(/C(C#N)=N/O)nc2ccccc21,7,-2,5,-2.8,7,1,-13,-17
O=C(C[n+]1cc(Br)cc2ccccc21)c1ccc(F)cc1,9,1,0,1.3,1,0,0,-13
Cc1cc(C)nc(SCC(=O)c2ccc(O)c(O)c2)n1,-7,4,-31,-0.2,0,2,14,13
Cc1cc(C(=O)NNC(=O)c2cccc(N(C)C)c2)c(C)o1,-3,7,-12,0.7,-5,-1,-88,2
CCCCOc1cccc(C2C(C(=O)c3ccc(C)o3)=C(O)C(=O)N2Cc2ccco2)c1 (stereo not drawn),/,/,/,-2.4,-6,/,-13,0
COc1ccccc1N1CCN(C(=O)C2CCN(S(=O)(=O)c3ccc(F)cc3)CC2)CC1,5,-1,-19,-1.1,-1,-1,0,8
CCOC(=O)N1CCN(C(=O)C2CCN(S(=O)(=O)c3ccccc3)CC2)CC1,5,-1,-3,0.3,-3,0,23,-3
Cn1nnc2cc(C(=O)NC(C)(C)C)ccc21,-3,7,-9,1.0,-2,-1,1,-3
CCO[C@@H]1OC(C(=O)N2CCN(C)CC2)=C[C@H](c2ccc(C(F)(F)F)cc2)[C@H]1CCCO,0,0,-7,1.1,-3,-1,16,-11
Cc1ccc(-c2cc(C(=O)Nc3cc(C(=O)O)ccc3C)c3ccccc3n2)cc1,4,3,4,-0.9,-2,0,-19,2
CN(CC1CCN(CCc2cccc(C(F)(F)F)c2)CC1)C(=O)c1ccc(F)cc1,-3,-2,-4,3.5,-6,3,16,8
N#Cc1cc(-c2ccccc2)[nH]c1-c1nccc2ccccc12,1,12,-2,-0.5,0,-7,-284,0
COCCn1c(C)cc(/C=C(\C#N)C(=O)OCC(=O)N(C)c2c(N)n(Cc3ccccc3)c(=O)[nH]c2=O)c1C,-1,0,5,-2.5,4,-2,-66,5
Cc1ccc(NC(=O)C2=C(C(=O)O)CCCC2)cc1Br,-4,-1,9,-0.2,11,0,23,9

# (further entries)
SMILES,HKDC1 inh,ATG4B inh,PfGluPho inh,MPTP block,SENP7 inh,NR3A LBD binder,SENP8 block,SENP6 block
O=C(O)C(CCc1ccccc1)N1C(=O)c2ccccc2C1=O (stereo not drawn),-8,-4,-5,-1.2,/,1,12,/
O=C(Nc1ccc(F)c(F)c1)c1cc(S(=O)(=O)N2CCN(c3ccccn3)CC2)ccc1F,-7,-16,-11,9.9,5,7,12,-20
O=C(Cn1cnc2c(nnn2-c2ccccc2)c1=O)N1CCCc2ccccc21,-8,-5,-9,-0.7,9,0,4,-2
CC(=O)c1c(C)nc(Nc2nc3ccccc3s2)nc1C,2,5,12,2.7,47,-1,-54,-8
Cc1ccc2c(c1)N(CC(=O)NCC1CCCO1)C(=O)C(C)O2 (stereo not drawn),-3,-3,8,-1.9,-4,0,11,-4
S=c1[nH]nc(-c2cccc(Cl)c2)n1Cc1ccccc1,-2,6,4,1.0,10,-3,-45,-3
COc1ccc(CNC(=O)Cc2ccc(-c3ccccc3)cc2)cc1OC,-4,-9,-10,0.3,-4,-1,2,-24
CCCC(=O)Nc1ccc(Cl)c(NC(=O)c2cccc(OC)c2)c1,-6,-3,-13,1.5,-6,-4,2,-12
CC1Cc2cc(/C=C3/SC(=S)N(C)C3=O)ccc2O1 (stereo not drawn),0,12,-2,3.0,63*,0,25,74*
CN1CCc2c(sc(NC(=O)C3COc4ccccc4O3)c2C(N)=O)C1 (stereo not drawn),1,1,-14,0.3,10,0,-77,13
COP(=O)(OC)c1nc(-c2ccccc2)oc1N1CCOCC1,-10,-1,5,8.3,4,0,-363,4
CC1CCN(c2ccc([N+](=O)[O-])c(SCCO)c2)CC1,2,-8,3,4.8,-1,-1,40*,-25
Cc1c(Cl)c([N+](=O)[O-])nn1CCCC(=O)Nc1cc(Oc2ccccc2)cc([N+](=O)[O-])c1,-6,89*,1,85*,2,18*,18,-2
O=C(NNC(=O)c1ccc(-n2cncn2)c([N+](=O)[O-])c1)c1cccc(Cl)c1,2,-5,-2,-0.8,12,4,12,40
Cc1cc2c3c([nH]c2cc1S(=O)(=O)NCc1ccc(CN2CCCCCC2)o1)CC(C)(C)CC3=O,7,-5,8,1.3,5,-3,20,6
O=c1[nH]cnc(O)c1C1C=CC=CC=C1,-2,1,-21,0.2,/,-1,14,/
COc1ccc(C(=O)N2[C@@H](C(C)C)COc3cc(Br)ccc3S2(=O)=O)cc1,6,/,5,-1.1,/,-1,11,/
CCOc1cc(/C=N/NC(=O)CNc2cccc(C)c2)ccc1OC(=O)c1ccccc1,2,-15,20,0.5,-1,6,15,7

# Assay outcomes (PubChem BioAssay)
